# SUMO HTRF inh = inhibitors of in vitro SUMOylation cascade, primary screen, biochemical, HTRF, uHTS; inhibition, % at 35 µM; HTRF SUMOylation assay, SAE1/SAE2 + UBC9; AID 2006, 2009; actives 0.36% (n = 290,000); SUMO-conjugating enzyme UBC9 (Homo sapiens), P63279; in the data active = inhibition above about 50%, passing the limit was not always enough; note: strong numbers were not always called active
# Target sequence (P63279 whole entry, looked up): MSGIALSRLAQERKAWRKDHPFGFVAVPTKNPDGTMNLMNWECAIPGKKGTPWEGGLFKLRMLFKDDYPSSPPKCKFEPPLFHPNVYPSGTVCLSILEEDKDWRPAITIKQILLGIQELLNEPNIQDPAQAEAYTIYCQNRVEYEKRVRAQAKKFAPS
# MEKK2mut PB1 HTS = MEK5 binding signal on mutant MEKK2 PB1, primary screen, biochemical, multiplex bead flow cytometry, Alexa488-MEK5 | actives 0.35% (n = 290,000) | percent response, % at 10 µM | AID 1530, 2009 | Alexa488-MEK5 binding to MEKK2 mutant; in the data active = percent response above about 24%, passing the limit was not always enough; note: inactives centre near 1; some results filed as inactive read as strong as hits
# DNA FID counter = compounds displacing fluorescent DNA intercalator, primary screen, artefact control for HCV NS3 helicase inhibitor project, biochemical, FID fluorescence; DNA fluorescent intercalator displacement; inhibition, % at 7.9 µM; actives 0.17% (n = 290,000); AID 1845, 2009; in the data active = inhibition above about 37%;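 note: 0% = vehicle and 100% = reference compound; higher means more ethidium bromide displaced from hairpin DNA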
# VIM-2 inh = VIM-2 metallo-beta-lactamase inhibitors, primary screen, biochemical, epi-absorbance readout, Pseudomonas aeruginosa enzyme. actives 0.89% (n = 290,000). inhibition, % at 5.6 µM. purified VIM-2, nitrocefin hydrolysis, epi-absorbance fluorescence;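 active = inhibition above the mean of all tested compounds plus 3 SD, cutoff set per screening run, cut at about 7.5% in these data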;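 note: red hydrolysis product quenches plate fluorescence so inhibitors raise well fluorescence; 0% = enzyme with DMSO and 100% = DMSO without enzyme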
# NALP1 inh = NALP1 inflammasome inhibitors in reconstituted yeast, colorimetric, S. cerevisiae, triplicate retest. inhibition, % at 10 µM. actives 0.61% (n = 280,000). S. cerevisiae NALP1/ASC/caspase-1 growth, X-gal OD620, 72 h; in the data active = inhibition mostly above about 24%, no sharp cut-off; inactive = mostly below about 32%; note: some compounds called inactive have numbers as strong as hits
# HCV NS3 hel inh = inhibitors of HCV NS3 helicase, primary screen, biochemical, Cy5 molecular beacon fluorescence. Hepatitis C virus NS3 helicase. NS3 helicase DNA unwinding. inhibition, % at 10.9 µM. actives 0.56% (n = 290,000). AID 1800, 2009;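 active = inhibition above the mean of all tested compounds plus 3 SD, set per campaign, cut at about 35% in these data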;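 note: 0% = DMSO wells and 100% = thioflavine S control wells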
#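 System: Hepatitis C virus NS3 helicase domain fragment enzyme | Reagent: Annealed dual-labelled DNA beacon duplex, ATP-started | Compound dosing: 10.9 µM single point, 0.8% DMSO | Incubation: 1 h reaction at 25 °C, ATP-initiated | Technique: Cy5 fluorescence | Evaluation: Percent inhibition from t60/t0 fluorescence ratio | Benchmarks: Low DMSO, high thioflavine S at 110 µM | Replication: Singlicate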
# MEKK2wt PB1 HTS = modulators of MEK5 binding to wildtype MEKK2, primary screen, biochemical, multiplex bead flow cytometry, Alexa488-MEK5 | Mitogen-activated protein kinase kinase kinase 2 (Homo sapiens), Q9Y2U5 | Alexa488-MEK5 binding to MEKK2 WT; actives lie on both sides | actives 1.1% (n = 290,000) | binding response (% of control), % at 10 µM; in the data active = binding response below about 67% or above about 130%
# IMP-1 inhibitor = IMP-1 metallo-beta-lactamase inhibitors, primary screen, biochemical, epi-absorbance readout, Pseudomonas aeruginosa enzyme. metallo-beta-lactamase IMP-1 (Pseudomonas aeruginosa). purified IMP-1, nitrocefin hydrolysis, epi-absorbance fluorescence. inhibition, % at 5.6 µM. actives 0.45% (n = 290,000). AID 1556, 2009;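 active = inhibition above the mean plus 3 SD of all compounds in the same screening run, cut at about 4.5% in these data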;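 note: 0% = IMP-1 with DMSO and 100% = DMSO wells lacking enzyme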
#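 Test system: recombinant IMP-1 enzyme, purified / Medium: HEPES buffer pH 7.1 with ZnSO4 and Brij 35 / Doses: single dose, 5.6 µM / Times: 25 °C, 15 min preincubation, 25 min reaction / Detection: Epi-absorbance via hydrolysed-nitrocefin quenching of white-plate fluorescence, 480/530 nm, EDTA stop / Evaluation: percent inhibition from optical density relative to buffer-blank wells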
# PfM18AAP inh = PfM18AAP inhibitors, malaria aminopeptidase, primary screen, biochemical, QFRET, recombinant enzyme. inhibition, % at 7.35 µM. M18 aspartyl aminopeptidase (Plasmodium falciparum 3D7). H-Glu-NHMec fluorogenic cleavage. actives 1.2% (n = 290,000);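 active = inhibition above the campaign mean inhibition over all tested compounds plus 3 SD, cut at about 28% in these data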;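 note: 0% = plate median of test compound wells and 100% = 2 mM ZnCl2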
# Numbers without * were called inactive; / = no result given; [ ] = remark or other dose.
# Sequence of screens: SUMO HTRF inh	MEKK2mut PB1 HTS	DNA FID counter	VIM-2 inh	NALP1 inh	HCV NS3 hel inh	MEKK2wt PB1 HTS	IMP-1 inhibitor	PfM18AAP inh
1: Cc1cccc(C(=O)N[C@H](C(=O)Nc2nnc(C3CC3)s2)C(C)C)c1
→ 5	4	-46	-1.4	3	27	99	-2.2	19
2: Cc1cc2occ(CC(=O)O)c2cc1C
→ -5	11	0	-2.4	9	1	100	-2.1	-6
3: CCOC(CNC(=O)c1nnc(Cc2cc(OC)c(OC)c(OC)c2)o1)OCC
→ -6	3	-16	-2.7	-5	-10	107	-3.8	0
4: Cc1cccc(-c2nc(S(=O)(=O)c3ccccc3)c(N3CCOCC3)o2)c1
→ -4	1	-31	1.4	-9	-10	105	-2.9	-2
5: CCOc1cc(CNc2ccc3cn[nH]c3c2)ccc1OC
→ 27	-1	12	-2.5	11	-1	103	-1.0	18
6: CCSC1=NC(C)(C)C=C(/C=C/c2ccc(Cl)cc2Cl)N1
→ -17	9	-6	-4.3	17	-12	112	-1.6	3
7: Cc1cc(C)c(S(=O)(=O)c2ccccc2Cl)c(=O)[nH]1
→ -6	3	-5	-3.0	-27	-1	101	-2.0	-3
8: CN(C)/N=C/c1ccc(OS(=O)(=O)c2ccccc2)cc1
→ 3	-7	2	-1.9	3	2	88	-4.0	0
9: COc1ccc(-n2cc(CNCCCn3ccnc3)c(-c3cccc(F)c3)n2)cc1
→ 10	-4	32	-2.1	6	-71	120	-3.4	1
10: Cc1cccc(NC(=O)Nc2ccc(Cl)c(Cl)c2)n1
→ 4	11	1	-2.0	16	22	107	-2.4	-6
11: CC(=O)c1c(C)c[nH]c1C
→ -5	12	11	0.8	1	-7	103	-1.1	-5
12: Cc1nc(NC(CC(C)C)C(=O)O)c2nc(C)oc2n1 (stereo not drawn)
→ -13	-1	-2	-4.9	8	-2	98	-6.3	-1
13: CC(=O)[C@@H]1[C@@H]2C(=O)N(C3CCCCC3)C(=O)[C@@H]2C2c3ccccc3C=CN21 (stereo partly drawn)
→ 13	9	-7	0.6	-6	6	104	0.2	3
14: O=C(O)c1ccc(COc2ccccc2Cl)cc1
→ 14	2	-9	-1.8	22	10	104	-0.2	-1
15: CCc1c(C(=O)N/N=C/c2sccc2C)nnn1-c1nonc1N
→ 4	-3	-8	0.1	18	-10	95	-1.6	-9
16: CCN1CCN(CC(=O)c2cc(OC)c(OC)c(OC)c2)CC1
→ 10	1	-4	-1.7	4	10	92	-2.6	8
17: Cc1cc(/C=C2\SC(N)=NC2=O)c(C)n1-c1ccccc1
→ 9	/	-7	-1.7	16	0	/	0.2	6
18: CN1CCN(Cc2c(C(=O)N/N=C/c3cccc(Br)c3)nnn2-c2nonc2N)CC1
→ 0	-1	21	3.2	38	-57	103	1.1	10
19: O=C(N[C@@H](CO)C(=O)NCc1ccccc1)c1ccc(C(F)(F)F)cc1
→ 0	-1	-5	-0.5	5	17	101	-1.7	-6
20: CNc1oc(-c2ccco2)nc1C#N
→ 8	3	-5	-2.0	4	-1	101	-2.9	2
21: O=C(/C=C/Nc1ccccc1)c1ccc(Cl)cc1Cl
→ 20	1	-13	3.4	6	8	95	-3.6	-13
22: O=C(CC(=O)N/N=C/c1ccc(Cl)cc1Cl)NCc1ccccc1
→ 42	/	-1	-2.9	-3	4	/	-1.5	-3
23: COc1ccc2cc(C)c(SCC(=O)Nc3cc(C)on3)nc2c1
→ 17	1	1	-0.2	8	-1	93	-1.6	2
24: C(=C\c1cc(/C=C/c2ccccc2)ncn1)/c1ccccc1
→ -11	-6	-7	-2.2	-10	-11	95	-1.0	-1
25: O=C(CCc1ccccc1)NNC(=O)Nc1ccccc1
→ 0	0	-3	0.6	-2	-3	100	-0.8	-11
26: Cc1ccc(C)n1NC(=O)c1ccco1
→ 1	3	-7	-2.5	/	13	98	-2.7	5
27: CC(C)OC1(c2ccccc2)OC(=O)c2ccccc21 (stereo not drawn)
→ 15	-17	-14	-2.4	/	0	90	-2.8	0
28: O=C(Cc1c[nH]c2ccccc12)N1CCc2ccccc21
→ 2	-42	-7	2.7	10	-1	1.0*[inhibitor]	-2.4	3
29: Cc1cccc(OCCC(=O)Nc2ccc(S(=O)(=O)N3CCCC3)cc2)c1
→ -1	15	-20	-2.6	6	-11	106	-1.9	0
30: CN1C2C=C3C(C#N)=C(N)C(C#N)(C#N)[C@@H](c4ccsc4)[C@@H]3C1CC2 (stereo partly drawn)
→ 16	5	6	-2.1	8	1	100	-2.2	10
31: COc1cc(OC)cc(C(=O)NCC(=O)OCC(=O)/C=C2/N(C)c3ccccc3C2(C)C)c1
→ -12	-6	-32	0.1	29	-14	94	-1.3	0
32: OCCNc1nc2ccc(Cl)cc2[nH]1
→ -1	-2	-5	-2.1	29	10	106	-7.2	11
33: COc1ccccc1N1CCN(CC(O)COc2ccc3c(C)cc(=O)oc3c2)CC1 (stereo not drawn)
→ 0	3	21	-1.2	1	-32	108	-6.6	-10
34: Cc1onc(-c2ccccc2)c1C(=O)N1CCN(S(=O)(=O)c2ccc(OC(F)(F)F)cc2)CC1
→ -14	-2	-19	0.8	6	1	104	-1.1	-4
35: Cc1ccc2c(C)[nH]c(=O)cc2c1
→ -2	-5	0	-0.2	7	4	92	-3.7	4
36: Clc1ccc(C[n+]2cc(-c3ccc(Cl)cc3)n3c2CCC3)cc1
→ -3	22	12	-3.4	5	-40	119	-1.2	6
37: Cc1cccc(N2CCN(C(=O)C(Cc3ccccc3)n3cccc3)CC2)c1C (stereo not drawn)
→ -16	5	-14	-1.8	44	5	104	-3.9	-7
38: Cc1ccc(NC(=S)N2CCN(c3ccccn3)CC2)cc1C
→ 19	2	-13	1.0	12	17	102	-3.1	-10
39: CCn1c2ccccc2c2nnc(SCCN3CCOCC3)nc21
→ -16	1	-10	3.4	17	20	109	0.0	-2
40: COc1cc(N/N=C(\C)c2ccc(O)c(C)c2)nc(-c2ccccc2)n1
→ -1	-6	-2	-0.2	1	-1	103	-2.7	7
41: O=C(CSc1nc2ccccc2o1)NCc1n[nH]c(=O)c2ccccc12
→ 17	/	-7	-1.8	7	0	/	-2.3	-4
42: CCc1ccc(NC2=NC(C(=O)c3ccccc3)CC(=O)N2)cc1 (stereo not drawn)
→ -5	6	-14	-1.2	40	13	109	-3.7	2
43: Cc1cccc2cn[nH]c12
→ -2	9	0	-1.3	6	1	104	-1.3	-1
44: CCOc1ccc(C2C(C(=O)c3ccc(C)o3)=C(O)C(=O)N2c2cc(C)on2)cc1OC (stereo not drawn)
→ 5	8	-37	-3.6	-9	18	103	0.0	6
45: COc1cccc(NC(=S)Nc2cccnc2)c1
→ -10	-2	-6	-5.1	10	0	94	-4.0	8

# Another view of 5 compounds above:
42) CCc1ccc(NC2=NC(C(=O)c3ccccc3)CC(=O)N2)cc1 (stereo not drawn)
33) COc1ccccc1N1CCN(CC(O)COc2ccc3c(C)cc(=O)oc3c2)CC1 (stereo not drawn)
32) OCCNc1nc2ccc(Cl)cc2[nH]1
40) COc1cc(N/N=C(\C)c2ccc(O)c(C)c2)nc(-c2ccccc2)n1
31) COc1cc(OC)cc(C(=O)NCC(=O)OCC(=O)/C=C2/N(C)c3ccccc3C2(C)C)c1
Screen / compound no.	42	33	32	40	31
SUMO HTRF inh	-5	0	-1	-1	-12
MEKK2mut PB1 HTS	6	3	-2	-6	-6
DNA FID counter	-14	21	-5	-2	-32
VIM-2 inh	-1.2	-1.2	-2.1	-0.2	0.1
NALP1 inh	40	1	29	1	29
HCV NS3 hel inh	13	-32	10	-1	-14
MEKK2wt PB1 HTS	109	108	106	103	94
IMP-1 inhibitor	-3.7	-6.6	-7.2	-2.7	-1.3
PfM18AAP inh	2	-10	11	7	0

# (listing goes on)
# Sequence of screens: SUMO HTRF inh	MEKK2mut PB1 HTS	DNA FID counter	VIM-2 inh	NALP1 inh	HCV NS3 hel inh	MEKK2wt PB1 HTS	IMP-1 inhibitor	PfM18AAP inh
46: COc1cccc(OC)c1C(=O)Nc1ccc(C(=O)NCc2ccccc2)cc1
→ 3	1	-12	-2.9	11	-5	98	-3.6	0
47: CNC(=O)Nc1ccc2snnc2c1
→ 23	10	-1	-0.9	34*	8	99	-3.4	3
48: O=C(NNC(=S)NCc1ccco1)C(c1ccccc1)c1ccccc1
→ -26	-1	-10	-2.8	-21	-7	105	-2.8	1
49: CC1CCc2onc(C(=O)NCc3ccco3)c2C1 (stereo not drawn)
→ 12	-9	1	-7.1	4	2	104	-2.9	4
50: CCOC(=O)C1CCN(C(=O)CCS(=O)(=O)Cc2ccccc2)CC1
→ 4	-2	-9	-2.3	2	0	96	-1.7	-2
51: COC(=O)c1cn(NC(=O)c2ccc3c(c2)OCO3)c(=O)c2ccccc12
→ 21	4	-12	1.1	15	5	116	-2.2	6
52: COc1ccc(C)cc1Nc1c2c(nc3ccccc13)CCC2
→ 14	15	1	19*	24	-24	115	-1.2	10
53: CNC(=O)C1CC(=O)N/C(=N/N=C(\C)c2cccs2)S1 (stereo not drawn)
→ -16	2	4	-0.1	4	-2	105	0.2	6
54: Cc1ccc(OCC(O)CN2CCN(c3ccc(C)cc3)CC2)cc1 (stereo not drawn)
→ -25	2	4	0.1	7	10	101	-1.1	4
55: CCOC(=O)c1ccc(NC(=O)CC2C(=O)N(c3ccccc3)C(=O)N2CCCOC)cc1 (stereo not drawn)
→ 11	3	-16	-0.3	17	1	102	0.4	-15
56: O=C(O)CC(c1ccccc1)n1cccc1 (stereo not drawn)
→ 23	/	-3	-1.1	6	10	/	-2.7	-1

# Screening results from PubChem BioAssay.
